LYP phosphatase: inhibitors of LYP phosphatase, biochemical, fluorescence intensity, uHTS (AID 1779); recombinant LYP phosphatase, fluorescence intensity; higher % means a stronger effect; hit rate 0.054% among 290,000; inhibition, % at 11.5 µM, or IC50 in µM where a hit was titrated; in the data active means inhibition above about 50%;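 further: plate controls were vehicle with enzyme for no effect and no enzyme for full effect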
* hit, by the source's call. This is a subset (hit frequency here may not be typical).

What do the screens show for `O=C(NCCc1cccs1)C1CCC(=O)N(CCc2cccc(F)c2)C1` (configuration not stated)?
LYP phosphatase: -7%

What do the screens show for `O=C(Nc1ccnn1C1CCN(C(=O)c2cccc(C(F)(F)F)c2)CC1)C1CC1`?
LYP phosphatase: -12%

How did COc1ccccc1CN(CC(=O)NCc1ccc(F)cc1)C(=O)c1csnn1 do in these assays?
LYP phosphatase: -10%

What do the screens show for `Cc1nn(Cc2ccc(Cl)cc2)c(C)c1NC(=O)c1cc(C(C)C)on1`?
LYP phosphatase: -10%

Results for COc1cc(CN2CCc3ccccc3C2)cc([N+](=O)[O-])c1O ?
LYP phosphatase: 2%

Results for CC1CCCC1/C(=N/O)c1ccccc1 (configuration not stated) ?
LYP phosphatase: -1%

What do the screens show for `CC(=O)NCC(=O)NC1CC(C)(C)Cc2c1cnn2-c1ccccc1` (configuration not stated)?
LYP phosphatase: -5%

What do the screens show for `O=C(CCC(=O)Nc1ccc(F)cc1)N/N=C/c1ccc(F)cc1`?
LYP phosphatase: -3%

What do the screens show for `COc1ccc(CCNS(=O)(=O)c2ccc(Br)cc2)cc1`?
LYP phosphatase: -3%

Results for COc1ccccc1NC(=O)CSc1nc2c(oc3ccccc32)c(=O)n1C ?
LYP phosphatase: -4%

Results for OCc1nc2c(ccc3ccccc32)[nH]1 ?
LYP phosphatase: -5%

What do the screens show for `CCN(C(=O)c1cc2c(=O)n3cccc(C)c3nc2n1CCCOC)C1CCCCC1`?
LYP phosphatase: -12%

How did O=C(O)c1ccc2c(c1)S(=O)(=O)c1ccccc1C2=O do in these assays?
LYP phosphatase: 0%

Results for COCCNC(=O)CN1C(=O)c2cccc3cccc1c23 ?
LYP phosphatase: -6%

What do the screens show for `CC1CCCCC1NC(=O)CCn1c(=O)sc2ccccc21` (configuration not stated)?
LYP phosphatase: 0%

What do the screens show for `Cc1ccc(NC(=O)CCNS(=O)(=O)c2ccc3c(c2)CCC(=O)N3)cc1`?
LYP phosphatase: -17%

How did CS(=O)(=O)N(CC(=O)N1CCCCCC1)c1cccc(F)c1 do in these assays?
LYP phosphatase: -6%

Results for Cc1cc(C)nc(N/N=C/c2ccccc2OCC(=O)O)n1 ?
LYP phosphatase: 5%

Results for Cc1cc(C)cc(NC(=O)C2C3C=CC4(O3)C2C(=O)N(CCCN(C)C)C4C(=O)NC2CCCC(C)C2C)c1 (configuration not stated) ?
LYP phosphatase: -9%

Results for O=C(Nc1ccccc1)c1ccc(=O)[nH]n1 ?
LYP phosphatase: -3%

What do the screens show for `COc1ccc(CCNC(=O)CC(c2ccccc2)c2cc(C)ccc2O)cc1OC` (configuration not stated)?
LYP phosphatase: 0%

Results for COc1ccc(S(=O)(=O)N(C)CC(=O)NCCN2CCOCC2)cc1C ?
LYP phosphatase: -9%

How did NS(=O)(=O)c1ccc(CCNC(=O)CNCCc2ccccc2)cc1 do in these assays?
LYP phosphatase: -9%

Results for C=CCn1c(=O)c2c(nc3n2CCCN3CCc2ccccc2)n(C)c1=O ?
LYP phosphatase: -9%

What do the screens show for `CC(C)C[C@H](NC(=O)[C@@H](Cc1ccccc1)n1c(=O)[nH]c2ccccc2c1=O)C(=O)N[C@@H](Cc1ccccc1)C(=O)O`?
LYP phosphatase: -5%

How did Cc1ccc(-c2ccnc3c(Br)c(C)nn23)cc1 do in these assays?
LYP phosphatase: 4%

How did COC(=O)c1ccc(OC(=O)/C=C/c2ccco2)cc1 do in these assays?
LYP phosphatase: -4%

What do the screens show for `COc1cc(NC(=O)C2CC2)c(OC)cc1NC(=O)c1ccco1`?
LYP phosphatase: -3%

How did CCc1nnc(NC(=O)CCC(=O)N2CCCC(O)C2)s1 (configuration not stated) do in these assays?
LYP phosphatase: -6%

What do the screens show for `COc1cc(OC)c(OC)cc1CNC(=O)c1ccc(COc2ccccc2)cc1`?
LYP phosphatase: -10%

What do the screens show for `COc1ccc(NC(=O)CN2CCCCCC2)cc1OC`?
LYP phosphatase: -1%

How did O=C(N/N=C\c1cc2c(cc1Cl)OCO2)c1cccs1 do in these assays?
LYP phosphatase: -4%

What do the screens show for `Cc1ccc2c(C)c(C(=O)N(Cc3ccncc3)CC3CCCO3)oc2c1C` (configuration not stated)?
LYP phosphatase: -4%

What do the screens show for `O=C(NCCCN1CCOCC1)c1ccc2c(c1)N(Cc1ccccc1)C(=O)c1ccccc1S2=O` (configuration not stated)?
LYP phosphatase: -4%

Results for O=C(Nc1c2c(nn1-c1cccc(Cl)c1)CS(=O)(=O)C2)c1ccco1 ?
LYP phosphatase: -10%

How did O=C(O)c1ccccc1C(=O)c1cccc2ccccc12 do in these assays?
LYP phosphatase: -6%

Results for CCc1nnc(NC(=O)c2cc(S(=O)(=O)N(C)c3ccc(OC)cc3)ccc2Cl)s1 ?
LYP phosphatase: -8%

What do the screens show for `O=C(NCc1ccccc1)c1c(O)c2ccccc2[nH]c1=O`?
LYP phosphatase: -6%

What do the screens show for `O=C(O)c1cccc(-n2c(/C=C/c3ccccc3)nc3ccccc3c2=O)c1`?
LYP phosphatase: 0%

How did Cc1ccccc1C(=O)Nc1ccnn1C1CCN(CCCc2ccccc2)CC1 do in these assays?
LYP phosphatase: -4%

What do the screens show for `COc1ccccc1NC(=O)c1ccc2c(c1)CCN2S(C)(=O)=O`?
LYP phosphatase: -4%

How did CSCC[C@H](NC(=O)C1CCC(CNC(=O)[C@@H]2CCCN2C(=O)OC(C)(C)C)CC1)C(=O)O (some centres not stated) do in these assays?
LYP phosphatase: -15%

How did COc1ccc(C(=O)NC(=S)Nc2cccnc2)cc1Cl do in these assays?
LYP phosphatase: -9%

How did Cc1ccc(NC(=O)c2cccc3c2C(=O)N(C2CCCCC2)C3)c(Cl)c1 do in these assays?
LYP phosphatase: 0%

Results for NC(=O)CN1CCN(Cc2ccc3c(c2)OCO3)CC1 ?
LYP phosphatase: -10%

How did CCC1(c2ccccc2)NC(=O)N(CC(=O)NCc2ccc(F)cc2)C1=O (configuration not stated) do in these assays?
LYP phosphatase: -10%

What do the screens show for `CC(=O)Nc1ccc(NC(=O)[C@@H](NC(=O)c2cccc(C)c2)C(C)C)cc1`?
LYP phosphatase: -4%

What do the screens show for `COc1ccc(CNC(=O)c2ccc(CS(=O)c3ccccc3)o2)cc1` (configuration not stated)?
LYP phosphatase: -6%

Results for O=C(O)CNC(=O)c1ccc(NC(=O)/C(=C/c2ccccc2)NC(=O)c2ccco2)cc1 ?
LYP phosphatase: -5%

What do the screens show for `Cc1ccc(OCC(=O)Oc2c(C)cccc2C)cc1`?
LYP phosphatase: -11%

What do the screens show for `O=C(O)Cn1c(=O)c(F)cn(C2CCCO2)c1=O` (configuration not stated)?
LYP phosphatase: -5%

How did CCCCOc1cccc(C2/C(=C(/O)c3ccc4c(c3)CC(C)O4)C(=O)C(=O)N2CCN2CCOCC2)c1 (configuration not stated) do in these assays?
LYP phosphatase: -6%

Results for CC(=N\NC(=O)c1ccccc1)/C(=N/O)C(=O)Nc1ccccc1 ?
LYP phosphatase: -6%

How did CCOc1ccccc1CN1CCCC(CNS(=O)(=O)c2ccc(OC)cc2)C1 (configuration not stated) do in these assays?
LYP phosphatase: 1%

How did Cc1ccccc1CNC(=O)COc1ccccc1 do in these assays?
LYP phosphatase: 2%

How did Cc1cccc(C(=O)NC2CC3CCCC(C2)N3C(=O)Nc2ccccc2)c1 (configuration not stated) do in these assays?
LYP phosphatase: -4%

What do the screens show for `N#C/C(=C\c1cn(CC(=O)O)c2ccccc12)C(=O)NCc1ccccc1`?
LYP phosphatase: -6%

Results for Cc1ccc(N(C)C(=O)c2cc(S(=O)(=O)N3CCCCC3)c[nH]2)cc1 ?
LYP phosphatase: -8%

How did CC(=O)N1c2ccc(S(=O)(=O)N3CCCC(C(=O)NCc4ccccc4)C3)cc2CC1C (configuration not stated) do in these assays?
LYP phosphatase: -13%

How did CC1CCC(CN2C(Nc3ccccc3)=NC[C@@H]2C)CC1 (some centres not stated) do in these assays?
LYP phosphatase: -13%

Copied from the entries so far, 14 compounds:
What do the screens show for `COc1ccccc1NC(=O)c1ccc2c(c1)CCN2S(C)(=O)=O`?
LYP phosphatase: -4%

How did CSCC[C@H](NC(=O)C1CCC(CNC(=O)[C@@H]2CCCN2C(=O)OC(C)(C)C)CC1)C(=O)O (some centres not stated) do in these assays?
LYP phosphatase: -15%

How did COc1ccc(C(=O)NC(=S)Nc2cccnc2)cc1Cl do in these assays?
LYP phosphatase: -9%

How did Cc1ccc(NC(=O)c2cccc3c2C(=O)N(C2CCCCC2)C3)c(Cl)c1 do in these assays?
LYP phosphatase: 0%

Results for NC(=O)CN1CCN(Cc2ccc3c(c2)OCO3)CC1 ?
LYP phosphatase: -10%

How did CCC1(c2ccccc2)NC(=O)N(CC(=O)NCc2ccc(F)cc2)C1=O (configuration not stated) do in these assays?
LYP phosphatase: -10%

What do the screens show for `CC(=O)Nc1ccc(NC(=O)[C@@H](NC(=O)c2cccc(C)c2)C(C)C)cc1`?
LYP phosphatase: -4%

What do the screens show for `COc1ccc(CNC(=O)c2ccc(CS(=O)c3ccccc3)o2)cc1` (configuration not stated)?
LYP phosphatase: -6%

Results for O=C(O)CNC(=O)c1ccc(NC(=O)/C(=C/c2ccccc2)NC(=O)c2ccco2)cc1 ?
LYP phosphatase: -5%

What do the screens show for `Cc1ccc(OCC(=O)Oc2c(C)cccc2C)cc1`?
LYP phosphatase: -11%

What do the screens show for `O=C(O)Cn1c(=O)c(F)cn(C2CCCO2)c1=O` (configuration not stated)?
LYP phosphatase: -5%

How did CCCCOc1cccc(C2/C(=C(/O)c3ccc4c(c3)CC(C)O4)C(=O)C(=O)N2CCN2CCOCC2)c1 (configuration not stated) do in these assays?
LYP phosphatase: -6%

Results for CC(=N\NC(=O)c1ccccc1)/C(=N/O)C(=O)Nc1ccccc1 ?
LYP phosphatase: -6%

How did CCOc1ccccc1CN1CCCC(CNS(=O)(=O)c2ccc(OC)cc2)C1 (configuration not stated) do in these assays?
LYP phosphatase: 1%

(list continues)
Results for Cc1cc(C)n(-c2ccc(NC(=O)C3CCCCN3C(=O)c3ccoc3)cc2)n1 (configuration not stated) ?
LYP phosphatase: -6%

How did CCC(C)NC(=O)c1cn(CC)c2cc(N3CCN(C(=O)c4ccco4)CC3)c(F)cc2c1=O (configuration not stated) do in these assays?
LYP phosphatase: -5%

How did Cn1c(CC(=O)Nc2ccccc2F)nnc1SCC(=O)NC1CCCC1 do in these assays?
LYP phosphatase: -3%

How did COc1ccc(C)cc1S(=O)(=O)NC1CC1 do in these assays?
LYP phosphatase: -7%

What do the screens show for `CCc1ccccc1N(CC(=O)NC1CCCCC1)C(=O)CCCC(=O)Nc1ccccn1`?
LYP phosphatase: -6%

Results for CCCCCC(O)(CCN1CCCCC1)c1ccccc1 (configuration not stated) ?
LYP phosphatase: -9%

What do the screens show for `COc1ccc(OC)c(N(CC(=O)N2CCCC2)S(C)(=O)=O)c1`?
LYP phosphatase: -10%

Results for O=C(N[C@H](Cc1cc(=O)[nH]c2ccccc12)C(=O)O)c1ccc(Cl)cc1 ?
LYP phosphatase: -6%

What do the screens show for `O=C(CSc1ncnc2c1cnn2-c1cccc(Cl)c1)NCC1CCCO1` (configuration not stated)?
LYP phosphatase: -3%

How did COc1ccccc1N1CC(C(=O)OCC(=O)Nc2c(C)cccc2C)CC1=O (configuration not stated) do in these assays?
LYP phosphatase: -8%

How did CN(c1ccccc1C(=O)Nc1ccc(CC#N)cc1)S(=O)(=O)c1ccccc1 do in these assays?
LYP phosphatase: -12%

What do the screens show for `Cc1ccccc1NC(=O)Nc1cnccn1`?
LYP phosphatase: -7%

How did CN(C)N1C(N)=C(C#N)C(c2ccccc2Cl)C2=C1CCCC2=O (configuration not stated) do in these assays?
LYP phosphatase: 2%

What do the screens show for `CC(=O)N1CCc2cc(Br)cc(S(=O)(=O)NCc3ccc(Cl)cc3)c21`?
LYP phosphatase: -6%

What do the screens show for `COc1cccc(N=Nc2c(C)[nH]n(-c3ccccc3)c2=O)c1`?
LYP phosphatase: -5%

What do the screens show for `CN(Cc1ccco1)C(=O)C1CCC(=O)N(CCc2cccc(F)c2)C1` (configuration not stated)?
LYP phosphatase: -11%

What do the screens show for `CC1CCC(NC(=O)CCS(=O)(=O)c2ccc3c(c2)NC(=O)C(C)S3)CC1` (configuration not stated)?
LYP phosphatase: -9%

What do the screens show for `Cc1ccc(CNc2nc(C)cs2)cc1`?
LYP phosphatase: -13%

Results for COc1cccc(-c2ocnc2C(=O)Nc2ccc3c(c2)CCC3)c1 ?
LYP phosphatase: -2%

What do the screens show for `CS(=O)(=O)N(CC(=O)N1CCCC1)c1ccc(Cl)cc1`?
LYP phosphatase: -2%

Results for Cc1ccc(C)c(N2C(=O)CC(Cc3ccccc3)C2=O)c1 (configuration not stated) ?
LYP phosphatase: -8%

What do the screens show for `CCCc1cc(=O)oc2c3c(cc(OCC(=O)NCc4ccccn4)c12)OC(C)(C)CC3`?
LYP phosphatase: -15%

How did O=C(NCCC1=CCCCC1)c1cc(COc2ccc(F)cc2Cl)on1 do in these assays?
LYP phosphatase: -7%

How did COc1ccc(C)cc1NC(=O)C1CCN(S(=O)(=O)c2ccc3c(c2)C(C)(C)C(=O)N3C)CC1 do in these assays?
LYP phosphatase: -7%

How did CNC(=O)c1c(NC(=O)c2ccc(S(=O)(=O)N(C)c3ccccc3)cc2)sc2c1CCN(C(C)C)C2 do in these assays?
LYP phosphatase: -1%

Results for O=c1[nH]c(C2CCN(S(=O)(=O)c3cccc(C(F)(F)F)c3)CC2)nc2c1nnn2Cc1cccc(F)c1 ?
LYP phosphatase: 6%

Results for Cc1ccc(NS(=O)(=O)c2csc(C(N)=O)c2)cc1C ?
LYP phosphatase: -12%

How did NNC(=O)c1oc2nc(-c3ccc(Cl)cc3)cc(-c3ccccc3)c2c1N do in these assays?
LYP phosphatase: -2%

Results for Cc1csc(NC(=O)CN2C(=O)c3ccccc3S2(=O)=O)n1 ?
LYP phosphatase: -6%

How did O=C(CN(Cc1ccc(F)cc1)C(=O)CNS(=O)(=O)c1ccc(F)cc1)NCC1CCCO1 (configuration not stated) do in these assays?
LYP phosphatase: -2%

Results for COc1cc(/C=C/C(=O)NC(C)C2CC3CCC2C3)cc(OC)c1OC (configuration not stated) ?
LYP phosphatase: -3%

How did Cc1ccc(-c2csc3ncn(CC#N)c(=O)c23)cc1C do in these assays?
LYP phosphatase: -10%

What do the screens show for `CC1(C)C2CCC1(CS(=O)(=O)N1CCN(c3ccccc3F)CC1)C(=O)C2` (configuration not stated)?
LYP phosphatase: -10%

Screening data: PubChem, Sanford-Burnham Center for Chemical Genomics
